# From PubChem
# FAK blocker = inhibitors of human focal adhesion kinase. inhibition, %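 (tested at 7 µM)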. actives 0.84% (n = 97,000). Q05397. biochemical FAK kinase activity assay. AID 727; in the data active = inhibition above about 19%;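 note: 0% = DMSO and 100% = reference compound high control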
# Target sequence (Q05397 whole entry, looked up): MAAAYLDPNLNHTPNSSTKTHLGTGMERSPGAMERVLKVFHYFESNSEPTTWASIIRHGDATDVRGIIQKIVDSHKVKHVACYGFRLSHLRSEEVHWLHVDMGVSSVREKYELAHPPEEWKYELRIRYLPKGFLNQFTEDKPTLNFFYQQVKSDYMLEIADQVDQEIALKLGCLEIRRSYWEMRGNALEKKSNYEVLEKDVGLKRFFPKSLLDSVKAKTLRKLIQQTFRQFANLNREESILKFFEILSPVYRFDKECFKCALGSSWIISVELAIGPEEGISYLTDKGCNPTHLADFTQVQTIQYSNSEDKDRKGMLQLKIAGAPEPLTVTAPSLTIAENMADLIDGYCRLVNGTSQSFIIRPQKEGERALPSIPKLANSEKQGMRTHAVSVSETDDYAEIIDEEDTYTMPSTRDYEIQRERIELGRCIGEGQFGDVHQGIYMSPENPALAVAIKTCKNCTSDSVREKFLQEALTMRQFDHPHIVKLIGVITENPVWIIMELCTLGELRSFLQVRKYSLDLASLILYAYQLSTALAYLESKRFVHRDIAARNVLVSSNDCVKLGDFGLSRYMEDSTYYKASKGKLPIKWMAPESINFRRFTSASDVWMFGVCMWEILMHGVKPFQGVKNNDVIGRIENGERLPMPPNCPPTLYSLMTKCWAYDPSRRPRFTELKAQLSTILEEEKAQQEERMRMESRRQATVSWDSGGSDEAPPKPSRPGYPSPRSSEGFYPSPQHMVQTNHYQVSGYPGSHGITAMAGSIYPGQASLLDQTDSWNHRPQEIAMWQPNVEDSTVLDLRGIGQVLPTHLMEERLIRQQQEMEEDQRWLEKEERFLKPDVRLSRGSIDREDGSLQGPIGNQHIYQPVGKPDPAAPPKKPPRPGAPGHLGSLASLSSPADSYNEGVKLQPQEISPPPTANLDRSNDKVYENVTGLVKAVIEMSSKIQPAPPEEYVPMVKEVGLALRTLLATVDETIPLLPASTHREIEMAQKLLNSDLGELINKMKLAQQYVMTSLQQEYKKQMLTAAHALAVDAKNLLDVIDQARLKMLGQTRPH
# MT1-MMP txn act = MT1-MMP promoter transcription activation | HT1080 MT1-MMP promoter luciferase reporter, luminescence, overnight; stronger effect = higher value | activation factor at 10 µM | actives 0.16% (n = 86,000);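 active = activation factor of at least 2 for MT1-MMP transcription at 10 µM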
# S1P2 agonist = S1P2 (human) receptor agonism. O95136. S1P2-expressing cell line, agonist reporter read-out. activation, % at 4.5 µM. actives 0.46% (n = 97,000). AID 729; in the data active = activation above about 16%;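 note: 0% = vehicle low control and 100% = maximal reference agonist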
# S1P2 blocker = antagonists of human S1P2 receptor; O95136; actives 0.21% (n = 97,000); cell-based S1P2 antagonist assay, inhibition at 5 uM; AID 736; inhibition, % at 5 µM; in the data active = inhibition above about 45%;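 note: CRE beta-lactamase reporter cells expressing human S1P2 stimulated with S1P; 0% = agonist at EC80 alone and 100% = agonist plus reference antagonist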
# Rev-RRE block = inhibitors of HIV-1 Rev-RRE RNA interaction | Rev peptide-RRE RNA binding, FRET | inhibition, % at 8 µM | actives 0.79% (n = 97,000) | AID 704;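 active = inhibition above the screen-wide mean plus 3 SD, cut at about 35% in these data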;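 note: 0% = median DMSO wells and 100% = median Neomycin B control wells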
# Target sequence (P05866 whole entry, looked up): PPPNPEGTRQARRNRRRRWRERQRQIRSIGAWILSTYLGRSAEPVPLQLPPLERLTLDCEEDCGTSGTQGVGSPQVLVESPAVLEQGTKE
#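 Test system: Cy5-tagged RRE RNA duplex with fluorescein-tagged Rev peptide; Probe or stimulus: labelled Rev peptide; Schedule: 5 min preincubation and 15 min binding, 25 °C; Signal: FRET fluorescence readout; Evaluation: % inhibition from 671/540 nm acceptor-to-donor ratio, scaled between controls; Control set: DMSO and neomycin B.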
# PLK1 kinase inh = inhibitors of human PLK1 kinase; P53350; recombinant PLK1 kinase, TR-FRET peptide phosphorylation; inhibition, % at 10 µM; actives 0.53% (n = 97,000); AID 619;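 active = inhibition of 50% or more in the single-concentration screen; inactive = inhibition below 50%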;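 note: 0% = DMSO max control and 100% = H-89 dihydrochloride min control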
# PLK1 PBD inh = inhibitors of human Plk1 polo box domain binding. Plk1 PBD phosphopeptide binding, fluorescence polarization. inhibition, %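 (tested at about 20 µM)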. P53350. actives 0.13% (n = 97,000). AID 693; in the data active = inhibition above about 34%, passing the limit was not always enough
# EphB4 antag = antagonists of human EphB4-ephrin-B2 interaction | actives 0.15% (n = 97,000) | inhibition, % at 7 µM | P54760 | EphB4 LBD / TNYL-RAW-Alexa532 peptide, fluorescence polarization;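 active = inhibition above the screen-wide mean inhibition plus 3 SD, cut at about 15% in these data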;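 note: 0% = DMSO wells and 100% = excess unlabeled TNYL-RAW peptide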
# PLAP act = activates human placental alkaline phosphatase; P05187; purified PLAP enzyme, luminescent substrate read-out; stronger effect = higher value; activation fold at 20 µM; actives 1.2% (n = 96,000); in the data active = activation fold above about 2
# An asterisk follows results filed as active; · = not tested or not shown.
FAK blocker	MT1-MMP txn act	S1P2 agonist	S1P2 blocker	SMILES	Rev-RRE block	PLK1 kinase inh	PLK1 PBD inh	EphB4 antag	PLAP act
2.8	1.2	-0.3	10.1	O=C(O)c1cccc(N2C(=O)C3CC=CCC3C2=O)c1 (stereo unspecified)	4.2	-10.7	6.9	-6.2	·
5.6	1	-1.6	-9.2	Cn1c(C(=O)NC2CCCC2)cc2c(=O)n(C)c3ccccc3c21	2.0	-25.5	-9.1	2.5	1.7
4.3	1	-6.3	9.3	Cc1ccc(Cl)cc1N1CCN(C(c2cccnc2)c2nnnn2C2CCCCC2)CC1 (stereo unspecified)	7.2	-3.0	-15.2	-0.1	1.6
4.7	1	-4.8	-29.8	COc1cc(NC(=O)COc2ccc(-n3cnnn3)cc2)c(OC)cc1Cl	2.8	-8.8	-3.9	-12.1	0.9
-2.2	1.4	-2.9	0.9	Cc1cccc(C(=O)NCC2CCCO2)c1 (stereo unspecified)	5.1	-4.4	-16.6	1.8	·
-0.6	1.1	-0.9	1.3	O=C1c2ccccc2C(=O)N1CCCc1nc(-c2ccc(Cl)cc2)no1	10.5	-14.4	-4.4	3.3	0.7
8.9	·	-9.8	-4.5	Cc1sc(-n2c(C)cc(/C=C3\SC(=S)NC3=O)c2C)c(C#N)c1C	21.0	-34.5	19.4	-0.9	·
-2.5	1.2	-3.9	-16.7	COc1ccc(C(=O)Oc2ccc3c(c2)OCO3)cc1OC	-2.1	2.6	-17.9	-15.2	1

# The last five compounds of the part before are carried over, then new ones follow:
FAK blocker	MT1-MMP txn act	S1P2 agonist	S1P2 blocker	SMILES	Rev-RRE block	PLK1 kinase inh	PLK1 PBD inh	EphB4 antag	PLAP act
4.7	1	-4.8	-29.8	COc1cc(NC(=O)COc2ccc(-n3cnnn3)cc2)c(OC)cc1Cl	2.8	-8.8	-3.9	-12.1	0.9
-2.2	1.4	-2.9	0.9	Cc1cccc(C(=O)NCC2CCCO2)c1 (stereo unspecified)	5.1	-4.4	-16.6	1.8	·
-0.6	1.1	-0.9	1.3	O=C1c2ccccc2C(=O)N1CCCc1nc(-c2ccc(Cl)cc2)no1	10.5	-14.4	-4.4	3.3	0.7
8.9	·	-9.8	-4.5	Cc1sc(-n2c(C)cc(/C=C3\SC(=S)NC3=O)c2C)c(C#N)c1C	21.0	-34.5	19.4	-0.9	·
-2.5	1.2	-3.9	-16.7	COc1ccc(C(=O)Oc2ccc3c(c2)OCO3)cc1OC	-2.1	2.6	-17.9	-15.2	1
-1.5	0.9	7.9	-22.5	CCn1nc(NC(=O)c2ccncc2)c2cc3cc(C)ccc3nc21	9.5	-5.5	-8.1	1.3	·
5.0	·	-4.5	16.0	O=C(NCc1ccc(C(F)(F)F)cc1)C1CC(c2ccccc2[N+](=O)[O-])=NO1 (stereo unspecified)	23.8	-6.9	18.0	-0.1	1
1.1	1.1	2.1	-12.2	COc1ccc(OC)c(-n2c(N)c(C(=O)NCC3CCCO3)c3nc4ccccc4nc32)c1 (stereo unspecified)	0.7	-8.8	1.5	-11.0	1.3
0.0	1.1	-0.7	5.0	CCCc1ccc(-c2cc(N)n[nH]2)cc1	6.2	3.3	7.1	4.7	1.2
-1.3	1	-4.6	-7.8	Cc1noc(NS(=O)(=O)c2ccc(N3Cc4ccccc4C3=O)cc2)c1C	0.8	-10.0	-15.2	-3.0	1.1
0.0	1	-1.8	-6.6	CCNc1nc(NC(C)C)nc(N(C#N)Cc2ccccc2)n1	7.0	-5.6	2.1	-11.1	1.1
-4.7	·	-6.5	-0.6	N#Cc1c(-c2ccccc2)nc(-c2ccccc2)nc1N1CCOCC1	5.2	-1.4	-2.3	3.5	1.1
0.7	1	-2.1	2.7	NNC(=O)C1=NOC(CNc2ncc(C(F)(F)F)cc2Cl)C1 (stereo unspecified)	5.5	-7.9	-11.4	-2.8	1

# Two of the compounds above, as tab-separated lines.
Molecule	FAK blocker	MT1-MMP txn act	S1P2 agonist	S1P2 blocker	Rev-RRE block	PLK1 kinase inh	PLK1 PBD inh	EphB4 antag	PLAP act
CCNc1nc(NC(C)C)nc(N(C#N)Cc2ccccc2)n1	0.0	1	-1.8	-6.6	7.0	-5.6	2.1	-11.1	1.1
N#Cc1c(-c2ccccc2)nc(-c2ccccc2)nc1N1CCOCC1	-4.7	·	-6.5	-0.6	5.2	-1.4	-2.3	3.5	1.1

# Additional records
FAK blocker	MT1-MMP txn act	S1P2 agonist	S1P2 blocker	SMILES	Rev-RRE block	PLK1 kinase inh	PLK1 PBD inh	EphB4 antag	PLAP act
4.4	·	-2.7	15.4	O=C(NNS(=O)(=O)c1ccccc1)c1cc2cc3ccccc3nc2s1	10.6	-4.5	14.8	0.3	1.4
-0.7	1.2	-1.7	-3.0	CCCCn1c(=O)cc(N2CCOCC2)[nH]c1=O	-1.0	3.3	-2.8	-6.4	1
2.1	1.4	3.2	-0.7	O=C(NCc1ccco1)c1scc2c1OCCO2	3.8	-8.0	-6.5	1.6	1
4.1	1.3	-2.6	-4.2	CC(C)n1nnnc1SCC(=O)c1ccc2c(c1)OCCO2	2.9	-16.6	-10.4	-1.0	0.8
0.0	1.2	-3.8	-7.6	Cc1nnc(SCCn2c(N(C)Cc3ccccc3)nc3c2c(=O)n(C)c(=O)n3C)s1	9.6	-10.7	-1.5	-5.0	·
-6.1	·	-5.4	8.1	CC(C)C(=O)Nc1ccnc(-c2cccnc2)n1	5.0	-4.4	-8.0	-2.7	0.8
-0.8	·	-8.1	3.2	Cc1ccc(C)c(-c2nn(-c3cc(N4CCN(CCO)CC4)ccc3[N+](=O)[O-])c(=O)c3ccccc23)c1	-2.8	-4.2	-15.6	-3.5	1.2
0.2	1.2	-4.0	5.6	O=C(NCc1ccco1)C12CC3CC(C1)CC(C(=O)NCc1ccco1)(C3)C2	1.1	-3.5	8.5	1.2	1.1
2.4	·	-0.3	3.4	CC(C)(C)C(=O)Nc1ccccc1C(=O)N1CCCC1	7.4	-9.4	5.8	0.1	·
1.5	1.2	0.2	6.4	CC(N)C12CC3CC(C1)CC(C(C)N)(C3)C2 (stereo unspecified)	4.8	-7.9	2.0	8.5	0.8
-0.2	1.2	-0.8	20.6	COc1ccc(N(CC(=O)N2CCc3ccccc3C2)S(C)(=O)=O)cc1OC	1.2	4.9	-5.5	-14.7	1
0.8	1.2	-4.4	-4.0	O=C(CCCOc1ccccc1)N1CCN(S(=O)(=O)c2cccs2)CC1	8.9	-6.7	-26.2	2.9	1
-1.6	1.1	-4.1	-1.1	COc1ccc(C(C)n2c(C)c3c(C)nnc(C)c3c2C)cc1 (stereo unspecified)	9.4	22.9	6.3	9.5	1
0.0	1	-7.0	-7.1	COc1ccc2[nH]c(=O)c(CN(CC3CCCO3)C(=O)Nc3ccccc3OC)cc2c1 (stereo unspecified)	3.6	-3.6	-3.8	10.4	1.6
0.6	1.4	-6.8	7.0	Cc1csc(-c2cnn(-c3ccccc3)c2NC(=O)c2ccccc2)n1	0.8	-8.3	8.5	-3.2	1.6
-2.5	·	-4.9	3.9	NC(=O)COc1ccc(=O)n(-c2ccccc2)n1	0.0	-7.7	15.2	-8.3	0.8
-1.6	1.2	-4.3	-30.5	Cc1ccc(S(=O)(=O)NCCC(=O)Nc2nnc(C3CC3)s2)cc1C	1.4	-4.8	19.6	1.8	1.8
-2.4	1.2	-2.3	9.4	Cc1cnc(C(=O)OCC(=O)Nc2ccc(Cl)cc2)cn1	7.9	4.0	-17.9	2.6	1
5.4	1	-4.2	6.6	CN(C1CCCCC1)S(=O)(=O)c1ccc2c(c1)c(=O)c(C(=O)NCCCN1CCCC1)cn2C	9.9	59.2*	-20.7	-1.2	1.6
3.1	·	-6.3	-1.2	Cc1ccc(/C=C/c2nnc(-c3ccccc3)o2)cc1	13.6	-12.9	37.3	0.3	1.1
-0.1	1	-0.1	6.2	COc1ccc(CN2CCOCC2)cc1	3.4	-14.1	-12.0	-1.2	0.9
3.0	·	-3.6	-5.5	COc1ccc(C(=O)NCCSCc2ccccc2C)cc1	6.3	-3.0	34.5	3.8	0.9
-8.0	1.2	-5.2	17.9	Cc1cccc(-c2nnn(CC/C(N)=N/O)n2)c1	1.8	0.8	16.8	1.9	1
0.0	1	-5.5	12.9	CN1CCN(c2nc3ccccc3nc2C(C#N)C(=O)OC2CCCCC2)CC1 (stereo unspecified)	15.3	-2.0	8.3	0.7	1.6
1.3	1.2	-3.8	5.2	COc1ccc(N2CCN(C(=O)CCCSc3nc4ccccc4[nH]3)CC2)cc1	9.4	-13.1	4.2	-2.6	1.7
-4.6	1	-3.2	12.6	CCc1c(C)nc(SCC(=O)Nc2ccc(Br)cc2)[nH]c1=O	5.7	-1.2	-2.3	3.0	1.1
-8.7	·	-5.1	3.3	Cc1ccc(NC(=O)c2ccc(CSc3nnc(-c4ccncc4)n3C)cc2)c(C)c1	-1.0	-15.3	33.4	-1.6	1
0.0	1.1	-9.5	29.1	Cc1cccc(-n2nnc(C(=O)NCc3ccccn3)c2N)c1	6.9	-11.5	-22.9	7.5	1
-2.3	·	-0.1	-4.9	Cc1ccc(NC(=O)CCc2ccc(S(=O)(=O)N3CCOCC3)cc2)c(C)c1	9.3	-12.7	8.1	4.6	1.2
-2.0	1	-2.4	-14.5	CS(=O)(=O)N(CC(=O)N1CCCC1)c1ccc2c(c1)OCCO2	3.9	2.3	-0.5	-0.2	1.1
-0.7	1.2	-0.1	-9.8	CCCCN1C(=O)c2ccc(C(=O)NC3=NCCS3)cc2C1=O	2.1	-4.1	-6.4	1.1	1.1
3.7	1.1	-1.4	0.4	CC(C)CC(NS(=O)(=O)c1ccc2c(c1)oc(=O)n2C)C(=O)N1CC=C(c2ccccc2)CC1 (stereo unspecified)	10.3	-3.5	-9.9	-1.1	2.5*
-3.7	1.1	-0.2	-12.3	COC(=O)c1cn(NC(=O)CCC2CCCC2)c(=O)c2ccccc12	-0.5	1.5	-27.0	1.4	1.1
-0.9	1	-4.2	10.6	CCC(C)NC(=O)c1ccc(NC(=O)C2CCCO2)cc1 (stereo unspecified)	8.1	-8.4	-7.0	1.1	1
0.2	1.1	-6.2	-5.2	Cn1c(-c2ccccc2)cnc1SCC(N)=O	7.9	-12.4	18.1	-2.6	1
0.8	·	-4.4	11.9	CCCCN(CC)C(=O)/C=C/c1cccc([N+](=O)[O-])c1	0.2	-2.8	0.9	-1.1	0.9
4.6	1.3	-6.7	-23.2	COC(=O)CCC(=O)Nc1nc(-c2ccccc2)cs1	3.6	-11.9	10.6	1.8	·
1.3	·	-6.8	-8.2	CCOC(=O)C1C(=O)C=C(c2ccc([N+](=O)[O-])cc2)CC1c1ccccc1 (stereo unspecified)	5.7	-11.9	-33.3	4.5	0.9
0.9	·	-5.1	7.6	Cc1cccc(N(CC(=O)NC2CCCC2)C(=O)c2cc3cc4cccc(C)c4nc3s2)c1C	1.4	-8.5	13.7	0.5	1.4
-2.5	1.1	-1.2	13.2	OC(CN1C2=NCCN2c2ccccc21)c1ccc(Br)cc1 (stereo unspecified)	-11.8	-7.2	25.0	0.8	1.6
-0.9	1.2	-9.9	3.9	Cc1cc2ncn(C(=O)N3CCCC3)c2cc1C	-0.3	1.3	3.5	-0.3	·
1.7	1.1	-7.1	3.8	CCOC(=O)c1c(C)nc2ncccn12	4.7	-1.6	-25.5	-4.5	1
3.2	1.6	-5.2	17.2	Cn1c(SCc2ccccc2Cl)nnc1-c1cnccn1	8.5	-2.8	11.5	0.5	1
-0.5	1	-4.6	-12.3	CCCC(=O)Nc1ccc(OCC(=O)OC)cc1	2.7	-2.3	-10.1	-3.7	0.8
6.0	·	0.3	0.4	COc1cccc(/C=N/N2C(=O)C3C4c5ccccc5C(c5ccccc54)C3C2=O)c1OC (stereo unspecified)	6.0	-1.3	-14.7	1.4	0.9
-0.1	1.5	-4.5	-18.2	Cc1ccc(C2=N/C(=C/N3CCOCC3)C(=O)O2)cc1	0.3	-10.9	1.0	-7.3	0.8
-3.3	1	-6.9	24.3	COc1ccc(CCN(Cc2cccs2)S(=O)(=O)c2ccc(-n3cnnn3)cc2)cc1OC	8.9	-7.3	-21.3	4.8	·
-1.4	1.1	-5.0	6.5	CC(C)OC(=O)C(CC(=O)O)N1CCOCC1 (stereo unspecified)	5.3	2.0	5.3	-0.8	0.9
